KCNQ2 block – KCNQ2 channel blockers in CHO-K1 cells – cell-based, FluxOR thallium flux, B-score, primary screen (AID 2156); O88943; B-score at 10 µM; 20 min; hits give low values; actives 1.1% (n = 310,000);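 active means fluorescence ratio B-score at most minus 3 library SDs, with starting brightness B-score within 2 library SDs, cut at about -5.5 in these data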
Kir21 inh – Kir2.1 (mouse) channel inhibition; HEK293-Kir2.1, FluxOR thallium flux fluorescence; hits give low values; AID 1672; P35561; B-score at 10 µM; actives 0.85% (n = 310,000);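 active means fluorescence ratio B-score at or below minus 3 SD of library scores, with starting-brightness B-score within 2 SD, cut at about -4.2 in these data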;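 further: channel flux triggered by added potassium and thallium sulfate stimulus; B-score of peak minus minimum fluorescence over baseline after thallium stimulus; more negative B-score means stronger Kir2.1 block with less thallium influx; some compounds called inactive have numbers as strong as hits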
Target sequence (P35561 whole entry, looked up): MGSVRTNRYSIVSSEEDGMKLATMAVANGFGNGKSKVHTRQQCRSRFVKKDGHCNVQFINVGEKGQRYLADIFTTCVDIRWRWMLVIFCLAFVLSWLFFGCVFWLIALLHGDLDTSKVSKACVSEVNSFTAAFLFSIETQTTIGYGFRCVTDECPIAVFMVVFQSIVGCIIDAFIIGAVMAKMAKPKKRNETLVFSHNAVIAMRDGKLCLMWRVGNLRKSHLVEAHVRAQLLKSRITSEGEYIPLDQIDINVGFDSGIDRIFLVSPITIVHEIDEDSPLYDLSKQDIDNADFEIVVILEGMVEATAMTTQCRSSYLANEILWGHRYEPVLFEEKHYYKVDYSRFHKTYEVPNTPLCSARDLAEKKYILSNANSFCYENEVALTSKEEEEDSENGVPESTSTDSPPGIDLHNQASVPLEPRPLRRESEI
Active calls of the source: *; i = inactive.

Structure | KCNQ2 block | Kir21 inh
CC(=O)Nc1ccc(/C=N/NC(=O)CNS(=O)(=O)c2ccccc2)cc1 | i | 0.89
Cc1ccc(P(=O)(O)c2ccc(C)cc2)cc1 | i | -1.1
C=CCN(c1ccccc1)S(=O)(=O)c1cccc(C(=O)Nc2cc(C)ccn2)c1 | i | -0.96
C/C=C(\C)C(=O)Nc1cccc(C2=NOC3(C2)C[C@@H](C(N)=O)N(C(=O)c2ccccc2C(=O)c2ccccc2)C3)c1 (stereo not given in full) | i | 0.92
CC(NC(=O)CSc1nc2c(c(C(F)(F)F)n1)CCc1ccccc1-2)c1ccccc1 (stereo not given) | i | -1.4
O=C(O)CCCN1C(=O)c2ccccc2Sc2ncccc21 | i | 0.95
CN(CC(=O)Nc1cccc(S(=O)(=O)N2CCCC2)c1)CC(=O)Nc1ccc(Cl)c(C(F)(F)F)c1 | i | 0.02
CCC(NC(=O)CCc1c(C)c2cc3c(-c4ccccc4)coc3cc2oc1=O)C(=O)O (stereo not given) | i | 3.4
COc1ccc(CN2CCC(Oc3ccc(C(=O)N4CCCCC4)cc3)CC2)cc1C | i | -0.53
CSCCC(NS(=O)(=O)c1ccc(Cl)cc1)C(=O)OCC(=O)N1CCCc2ccccc21 (stereo not given) | i | 0.23
COc1ccc(N(CC(=O)Nc2cc(C)ccc2OC)S(=O)(=O)c2c(C)noc2C)cc1 | i | -0.01
Cn1c(N2CCN(C(c3ccccc3)c3ccccc3)CC2)nc2ccccc21 | -12* | 0.69
COn1c(SCc2ccccc2)nc2ccccc2c1=O | i | 0.24
COC(=O)c1ccc(Cn2cnc3c(cnn3-c3ccc(C)c(C)c3)c2=O)o1 | i | 0.72
CCC(C)NC(=O)CCS(=O)(=O)c1ccc2c(c1)n(C)c(=O)c(=O)n2C (stereo not given) | i | -1.1
COc1cc(C2C(C(=O)c3ccc(C)o3)=C(O)C(=O)N2CCN2CCOCC2)ccc1OCCC(C)C (stereo not given) | i | -1.2
CCOC(=O)c1nnn(CC(=O)NC(=O)Nc2ccccc2)c1C(=O)OCC | i | -3.4
CC(NC(=O)C(C)(C)C)C(c1cccs1)N1CCN(Cc2ccccc2)CC1 (stereo not given) | i | 0.46
O=C(COC(=O)COc1ccc(Br)cc1)NCCC1=CCCCC1 | i | -0.46
CCn1c(CNc2nc3ccccc3n2C(C)C)nc2ccccc21 | -8.3* | 0.3
COc1ccc(CN(C(=O)Cc2c[nH]c3ccccc23)C(C(=O)NC2CCCCC2)c2ccc(C)o2)cc1 (stereo not given) | i | 0.62
N#Cc1ccc(NC(=O)COC(=O)CSc2nnc(-c3ccc(Cl)cc3)o2)cc1 | i | 1.3
Cc1cccc(NC(=O)CCN2CCOCC2)c1 | i | 1.5
CCn1nnnc1NCc1cccn1C | i | -1.9
COc1ccc(CNC(=O)CN2C(=O)NC3(CCCCCC3)C2=O)cc1OC | i | -1.5
CN(C)c1ccc(/C=N/NC(=O)c2cnc3ccccc3c2)cc1 | i | 0.55
C/C(=N\NC(=O)c1ccccc1O)c1ccc(Br)s1 | i | 2.7
Cc1ccc(C(=O)COC(=O)CNS(=O)(=O)c2ccc(C)cc2)cc1 | i | -0.3
COCCCNC(=O)C(=O)Nc1ccc2c(c1)N(S(=O)(=O)c1cccs1)CCC2 | i | 0.43
N#CC1(C#N)CC(C=O)=C(N)C1(C#N)CC(=O)c1ccc(F)cc1 (stereo not given) | i | -1.9
CCC(=O)Nc1ccc(C2C(=O)c3ccccc3C2=O)cc1 | i | -0.05
Brc1ccc(COn2ccnc2)cc1 | i | 0.9
CCS(=O)(=O)Nc1cccc(-c2ccc3nnc(-c4cccnc4)n3n2)c1 | i | -1.2
Cc1ccsc1/C=N/NC(=O)C(=O)NCC(C)C | i | 1.1
CSc1ccccc1NC(=O)COc1ccc(Cl)cc1Cl | i | 2.1
CCOc1cc(-c2sc(Nc3ccccc3)n[n+]2C)ccc1OC | i | -1.2
COc1ccc(C(=O)C2CCCN(Cc3cccn3-c3cccnc3)C2)cc1OC (stereo not given) | i | 0.17
Cc1c(NC(=O)CC(O)(C(F)(F)F)C(F)(F)F)c(=O)n(-c2ccccc2)n1C | i | -1.1
Cc1ccc(C)c(OCCCCN2CCCCC2)c1 | i | 2.1
CCN(CC)S(=O)(=O)c1ccc(C(=O)C(C#N)c2ccccn2)cc1 (stereo not given) | i | -0.05
CCn1c(C)c(C(=O)O)c2cc(OC)c3ccccc3c21 | i | 0.62
CC(=O)Nc1ccc(Sc2ncccc2C(=O)Nc2ccc(OC(F)(F)F)cc2)cn1 | i | -1.9
Cc1ccc(C2c3c(oc4ccccc4c3=O)C(=O)N2c2nnc(C(C)C)s2)o1 (stereo not given) | i | -1.2
O=C(/C=C/c1ccccc1[N+](=O)[O-])NC1CCCC1 | i | 1.4
COc1ccc(C(=O)c2coc3ccc(O)c(CN(C)C)c23)cc1 | i | -1.6
Cc1ccsc1/C=N/NC(=O)c1nnn(-c2nonc2N)c1C(C)C | i | -0.95
Cc1ccc(NC(=O)c2cc([N+](=O)[O-])ccc2NCc2cccnc2)cc1 | i | 0.7
CCn1c(NC(=O)c2ccc(COc3ccc(C)cc3[N+](=O)[O-])o2)nc2ccccc21 | i | -0.23
O=C(O)c1nccnc1C(=O)Nc1ccc(Cl)cc1Cl | i | 0.02
CSc1nnc2ccc(-c3cccs3)nn12 | i | 0.15
Cc1nc(-c2cc(C#N)c(Sc3ccc(Cl)cc3Cl)nc2C)cs1 | i | 0.12
NC(=O)[C@H]1CC2(CC(c3cccc(NC(=O)COc4ccc(Cl)cc4)c3)=NO2)CN1C(=O)c1ccccc1C(=O)c1ccccc1 (stereo not given in full) | i | -0.69
O=C(NCCCN1CCCC1)c1ccc(CS(=O)(=O)c2c(Cl)cccc2Cl)o1 | i | 0.52
CCOC(=O)N1CCC(N(C(=O)Nc2ccc(Cl)c(Cl)c2)C(C)CC)CC1 (stereo not given) | i | 0.35
Cc1cc(C)c(C(=O)CSc2nc3ccccc3c(=O)[nH]2)cc1C | i | -3.1
O=C(COc1ccc([N+](=O)[O-])cc1)Nc1ccccc1N1CCCC1 | i | 0.62

Later entries.
Structure | KCNQ2 block | Kir21 inh
CCCc1cc(=O)n2[nH]c(NCc3ccc(Cl)cc3Cl)nc2n1 | i | -1.7
Cc1nnc(NC(=O)CN2C(=O)NC3(CCCC3)C2=O)s1 | i | 0.36
CCOC(=O)CNC(=O)c1cc(OC)cc(OC)c1 | i | 0
COc1ccc(S(=O)(=O)N(C)C)cc1NC(=O)CCNC(=O)c1ccco1 | i | 0.14
Cc1cc(C)cc(NC(=O)CCc2nc3ccccc3[nH]2)c1 | i | 1.2
CC1=C(C(=O)Nc2ccc(F)cc2)C(c2cccc(C)c2)n2nc(CCCO)nc2N1 (stereo not given) | i | -1.4
CCCCNC(=O)C1CCCN1C(=O)NC1CCCCC1 (stereo not given) | i | -1.8
Cc1cc(C)cc(C(=O)NCC(=O)NCCc2c[nH]c3ccccc23)c1 | i | -0.2
CC(CC(=O)N1CCc2ccccc21)S(=O)(=O)c1ccc2c(c1)NC(=O)CO2 (stereo not given) | i | -0.01
C=CCc1cccc([C@@H]2[C@@H](C)CC[C@H]3C(=O)N4[C@@H](c5cc(OC)c(OC)c(OC)c5)c5[nH]c6ccccc6c5C[C@H]4C(=O)N23)c1 | i | -0.01
Cc1ccc(S(=O)(=O)N(CC(=O)NCc2ccncc2)Cc2ccccc2F)cc1 | i | 0.05
CC(C)Oc1ccc(C(=O)NCC(=O)O)cc1 | i | 2.4
COc1ccc(N2C(=O)NC(=O)C2=O)cc1 | i | -0.02
Cc1cc(C)n(CCNC(=O)C2CCC(=O)N(Cc3ccc(Cl)cc3)C2)n1 (stereo not given) | i | 0.65
COc1cc2c(cc1NC(=O)Nc1ccc(C)cc1)oc1ccccc12 | i | 0.7
Cc1ccc2oc(=O)n(CCOc3ccccc3)c2c1 | i | -0.04
O=c1oc2ccccc2c2c1ncn2C1CCCCC1 | i | -0.22
O=C1C2C3C=CC(C3)C2C(=O)N1Nc1ccccc1 (stereo not given) | i | -0.93
CC(OC(=O)CCCc1nc2ccccc2s1)C(N)=O (stereo not given) | i | 0.67
Cc1nccc(-c2cccc(NC(=O)c3ccccc3Cl)c2)n1 | i | -1.9
CC(C)(C)OC(=O)CNC(=O)c1nc[nH]c1C(=O)NCC(=O)OC(C)(C)C | i | -0.15
O=C(Nc1ccncc1)c1ccc(Cl)c([N+](=O)[O-])c1 | i | 0.31
CC(C)OC(=O)/C(C#N)=C/c1cn(C)c2ccccc12 | i | -0.59
CCCCNC(=O)C1c2ccccc2Oc2ccccc21 | i | -0.87

The list goes on; it opens with the 3 that closed the last part.
Structure | KCNQ2 block | Kir21 inh
O=C(Nc1ccncc1)c1ccc(Cl)c([N+](=O)[O-])c1 | i | 0.31
CC(C)OC(=O)/C(C#N)=C/c1cn(C)c2ccccc12 | i | -0.59
CCCCNC(=O)C1c2ccccc2Oc2ccccc21 | i | -0.87
O=C(N/N=C/c1cccc(Oc2ccccc2)c1)c1cc[n+]([O-])cc1 | i | 2.4
CC(C)Nc1nc(Cl)nc(NN(C)c2nc(N(C)C)nc(N(C)C)n2)n1 | i | -0.37
O=C(O)c1cccc(Nc2ncnc3c2cnn3-c2ccccc2)c1 | i | -0.82
N#Cc1c(N)n(CCOC(=O)c2ccc(Cl)cc2)c2nc3ccccc3nc12 | i | -0.32
COc1ccc(C2CC(c3ccccc3)=NN2C(=O)COC(=O)c2nc3nc(C)cc(C)n3n2)cc1 (stereo not given) | i | 0.76
COc1ccc(CNC(=O)c2nc(S(=O)(=O)Cc3ccccc3)ncc2Cl)cc1 | i | -0.39
CCN(C1CCCCC1)S(=O)(=O)c1cc2c3c(c1)CCN3C(=O)CC2 | i | -1.6
CC(Sc1nnc(CNc2cccc3ccccc23)n1-c1ccccc1)C(=O)N/N=C/c1ccco1 (stereo not given) | i | 1.3
COc1ccnc(-n2cccc2C#N)c1C#N | i | 0.14
Cc1c(C(=O)NCCSCc2ccco2)cccc1[N+](=O)[O-] | i | -0.17
Cc1cccc(C)c1OCCCCn1cnc2ccccc2c1=O | i | -1.2
Cc1ccc(C(C)NC(=S)NC2CCCCC2)c(C)c1 (stereo not given) | i | -2.4
O=C(NCC1CCCO1)c1ccc(CSCc2cccc(F)c2)o1 (stereo not given) | i | 2.4
Cc1cc(=O)oc(C)c1C(=O)NC1CCCCCCC1 | i | -0.84
CCOC(=O)C1=C(N)Oc2ccc3ccccc3c2C1c1cccc(O)c1 (stereo not given) | i | -0.95
CCCOc1cccc(C2C(C(=O)c3ccc(C)o3)=C(O)C(=O)N2c2nc(C)c(C(C)=O)s2)c1 (stereo not given) | i | 1.5
COc1cccc2c1O/C(=N\O)C(C(=O)Nc1ccc(C)cc1)C2 (stereo not given) | i | 0.7
Nc1ccc(S(=O)(=O)NCc2ccccn2)cc1 | i | -1.6
O=C1CSC(=S)N1c1cccc(F)c1 | i | -2.9
COCCn1c(SCC(=O)N2CCC(C)CC2)nc2ccccc2c1=O | i | -0.58
CCS(=O)(=O)c1ccc2oc(SCC(=O)c3ccco3)nc2c1 | i | -0.12
CCCn1c(N)c(N(CCOC)C(=O)COC(=O)CSc2cc(C)c3ccccc3n2)c(=O)[nH]c1=O | i | 0.63
COc1ccc(C(=O)Nc2nc3ccccc3c(=O)[nH]2)cc1 | i | -0.11
CCCCNC(=O)c1ccc(Cn2c(=S)[nH]c3c([nH]c4ccc(OC)cc43)c2=O)cc1 | i | 2

Entries listed so far marked active in KCNQ2 block.
Structure | KCNQ2 block | Kir21 inh
Cn1c(N2CCN(C(c3ccccc3)c3ccccc3)CC2)nc2ccccc21 | -12* | 0.69
CCn1c(CNc2nc3ccccc3n2C(C)C)nc2ccccc21 | -8.3* | 0.3

Further entries follow:
Structure | KCNQ2 block | Kir21 inh
CCc1cccc(C)c1NC(=O)CCNC(=O)c1cccc(C)c1 | i | -0.65
CC(CCc1ccccc1)NC(=O)Cc1ccc(Br)cc1 (stereo not given) | i | -1.2
O=S(Cc1ccc(Br)cc1)Cc1nnc(SCc2c(Cl)cccc2Cl)n1-c1ccccc1 (stereo not given) | i | 0.12
O=C(Nc1ccc(Oc2nnc(-c3ccccc3)c3ccccc23)cc1)c1ccccc1 | i | -1.1
O=C(N/N=C/c1cccnc1)c1cccc(Cl)c1 | i | -0.61
COc1cccc(Nc2nc(-c3sc(N)nc3C)cs2)c1 | i | -1.9
Cn1cccc1C(=O)NCC(c1ccco1)N1CCCCC1 (stereo not given) | i | -0.48
CCCCOc1ccc(OCCNC(=O)c2ccco2)cc1 | i | -2.3
CC(=O)c1c(C(C)=O)c(C)n(-c2ccc(C)c(NC(=O)c3ccccc3Cl)c2)c1C | i | -2
COc1ccc(C=O)cc1COc1ccc(Cl)cc1[N+](=O)[O-] | i | 0.8
C/C(=N\NC(=O)c1nnn(-c2nonc2N)c1CN(C)c1ccccc1)c1cccnc1 | i | 2
COc1cc(C2NC(=O)NC(C)=C2[N+](=O)[O-])cc(OC)c1OC (stereo not given) | i | 0.02
COc1ccccc1C(=O)NNC(=O)CCC(=O)NCc1ccccc1 | i | 0.08
CCOC(=O)c1cccc(NC(=O)c2ccccc2C)c1 | i | 1.1
C/C(=N\NC(=O)c1nnn(-c2nonc2N)c1CSc1ccccc1)c1ccc2c(c1)OCO2 | i | -0.19

Reprinted from the entries so far for reference:
Structure | KCNQ2 block | Kir21 inh
Cc1c(C(=O)NCCSCc2ccco2)cccc1[N+](=O)[O-] | i | -0.17
Cc1cccc(C)c1OCCCCn1cnc2ccccc2c1=O | i | -1.2
